Salmonella PhoP GFP: inhibitors of PhoP regulon expression, primary screen, Salmonella Typhimurium, GFP reporter (AID 1863); S. Typhimurium PhoP-regulated promoter GFP reporter, 4 h; higher % means a stronger effect; one-dose inhibition, % at 50 µM; IC50 in µM for titrated hits; 300,000 compounds, 0.16% hits;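 active means inhibition over 29.93%, a cutoff 3 SD above the screen mean, later confirmed by dose response; inconclusive means inhibition over 29.93% but no dose response follow-up; inactive means inhibition at most 29.93% or unconfirmed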;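 further: 0% = low Mg2+ inducing control and 100% = high Mg2+ repressing control; strong numbers were not always called active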
Dengue-2 NS5 capping: flavivirus cap methylation enzyme inhibition – biochemical, confirmation dose response, primary screen (AID 588689). Dengue-2 NS5 methyltransferase capping enzyme assay, biochemical; higher % means a stronger effect. inhibition, % at 25 µM; hits with a dose series show IC50 in µM. 340,000 compounds, 0.3% hits; in the data active means a potency from the dose series; inconclusive means inhibition above about 29% without an active follow-up result
Large T inhibition: SV40 large T antigen inhibitors, biochemical (AID 1903) | inhibition, % at 20 µM, or IC50 in µM where a hit was titrated | SV40 large T antigen ATPase/helicase inhibition assay; higher % means a stronger effect | 310,000 compounds, 0.39% hits; in the data active means a potency from the dose series; inconclusive means inhibition mostly from about 32% at the one dose, without a potency; inactive means the rest, 99 in 100 with inhibition below about 32%; further: strong numbers were not always called active
K1F lysis inhibition: protection from phage-mediated lysis, alamar blue read-out – E. coli UTI89, K1F phage, bacterial capsule biogenesis inhibitors (AID 488966); inhibition, % at 100 µM; hits with a dose series show IC50 in µM; 340,000 compounds, 0.02% hits; E. coli UTI89 K1F phage lysis, alamar blue, 2 h; higher % means a stronger effect;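 active means phage lysis inhibition, versus mean bacterial control, above a set limit; inconclusive means no clear call, values can overlap the other calls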;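 further: capsule biogenesis inhibitors block K1F phage lysis so surviving cells raise fluorescence; higher fluorescence means more inhibition of phage lysis; actives were called in the ten point dose series up to 300 µM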
West Nile antiviral: inhibition of WNV-induced cytopathic effect – cell-based, CPE readout (AID 1621). 290,000 compounds, 0.02% hits. CPE inhibition, % at 10 µM; hits with a dose series show IC50 in µM. West Nile virus-infected cells, CPE inhibition; higher % means a stronger effect; in the data active means a potency from the dose series; inconclusive means CPE inhibition mostly from about 3.7% at the one dose, without a potency; inactive means the rest, 99 in 100 with CPE inhibition below about 2.2%; further: strong numbers were not always called active
Rac1 GTP hydrolysis: MgcRacGAP GTPase-activating activity inhibitors, confirmation, biochemical, ADP Hunter fluorescence. 340,000 compounds, 0.6% hits. inhibition, % at 30 µM; hits with a dose series show IC50 in µM. MgcRacGAP-stimulated Rac1 GTP hydrolysis, ADP Hunter fluorescence; higher % means a stronger effect; GST-tagged Rac1 F28L mutant substrate;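 active means first-screen hits whose inhibition reached a set limit at any dose in the follow-up dose series; inconclusive means inhibition above the set first-screen limit but never retested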;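 further: fluorescence reports GDP produced by GAP-driven GTP hydrolysis; strong numbers were not always called active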
NTR1 agonist: agonists of NTR1, primary screen, imaging, U2OS cells, beta-arrestin-GFP, high content (AID 493036). P30989. NTR1-U2OS beta-arrestin-GFP spot imaging, agonist mode. activation, % at 20 µM. 330,000 compounds, 0.17% hits;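 active means activation at or above 40% of the spot to cytoplasm intensity ratio, with at least 20 cells analyzed; inconclusive means wells under 20 cells, flagged as cytotoxic or low count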;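 further: 0% = DMSO without peptide and 100% = 100 nM NTR1 peptide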
Target sequence (P30989 whole entry, looked up): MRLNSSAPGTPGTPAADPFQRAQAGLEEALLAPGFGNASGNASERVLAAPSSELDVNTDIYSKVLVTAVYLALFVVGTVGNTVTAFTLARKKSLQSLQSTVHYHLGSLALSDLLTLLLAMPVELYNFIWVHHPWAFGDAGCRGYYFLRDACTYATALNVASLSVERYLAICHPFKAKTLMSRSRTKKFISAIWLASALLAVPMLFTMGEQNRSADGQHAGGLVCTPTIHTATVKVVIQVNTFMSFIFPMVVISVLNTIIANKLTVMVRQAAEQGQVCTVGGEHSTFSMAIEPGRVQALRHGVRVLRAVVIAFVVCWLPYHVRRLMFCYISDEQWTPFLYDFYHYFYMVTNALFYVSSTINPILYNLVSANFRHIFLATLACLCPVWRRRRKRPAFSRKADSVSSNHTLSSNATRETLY
T cell HTS: T cell immune modulators affecting CD8 T cell-vesicle binding | 2C CD8+ T cell-vesicle binding, flow cytometry; hits give low values | calls only at 7 µM | 330,000 compounds, 0.068% hits | AID 2052;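 active means response, share of CD8 T cells binding vesicles, and their 90th percentile fluorescence all below set limits, cut at about 80% in these data, passing the limit was not always enough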
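material = purified 2C TCR transgenic mouse naive CD8+ T cells | controls = Unloaded micro-vesicles (low), QL9 vesicles with 0.7% DMSO (high) | detection = cytometric PE anti-B7-1 and Alexa647 anti-CD8 signals after 1% paraformaldehyde fixation | incubation = binding step 1.5 h, 37 °C, antibody labelling 20 min, ice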
RSV antiviral HEp-2: RSV antiviral activity via CPE protection, HEp-2 cells, primary 10 µM value included (AID 2391) | CPE inhibition, % at 10 µM; hits with a dose series show IC50 in µM | 310,000 compounds, 0.13% hits | HEp-2 cells, RSV-induced CPE inhibition; higher % means a stronger effect; in the data active means a potency from the dose series; inconclusive means CPE inhibition mostly from about 23% at the one dose, without a potency; inactive means the rest, 99 in 100 with CPE inhibition below about 21%; further: strong numbers were not always called active
T cell HTS vesicle-bound %: recorded beside T cell HTS, whose call it bears; double positive events, %; measured here: CD8+ vesicle-bound cell fraction;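 binding gate set so that unloaded-vesicle control wells show 10% double positive cells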
NTR1 agonist cell count 20 µM: recorded beside NTR1 agonist, whose call it bears; cell count; measured here: cell count, cytotoxicity flag
Dengue-2 NS5 capping pilot replicate: recorded beside Dengue-2 NS5 capping, whose call it bears; inhibition, %; measured here: pilot screen replicate inhibition
* hit, by the source's call; i = inactive; ? = inconclusive; · = no result given; [ ] = dose if it differs, or a comment.

SMILES	Salmonella PhoP GFP	Dengue-2 NS5 capping	Large T inhibition	K1F lysis inhibition	West Nile antiviral	Rac1 GTP hydrolysis	NTR1 agonist	NTR1 agonist cell count 20 µM	T cell HTS	T cell HTS vesicle-bound %	RSV antiviral HEp-2	others
O=C(NCCCSc1ccccc1)c1ccc(=O)[nH]c1	-1%	-3%	-1%	0.0%	-0.4%	3%	-0.2	53	i	67	0.6%
Cc1ccc(-c2cc(C(F)(F)F)c(C#N)c(SCC(=O)O)n2)cc1	5%	-1%	21%	-0.2%	-0.1%	9%	-0.6	63	i	10	1.5%
CN(CC1COc2ccccc2O1)C(=O)CSc1ncccn1 (centres undefined)	·	0%	·	1.3%	·	0%	6.0	53	i	34	·
CC1(C)C2CCC(C2)C1(C)NC(=O)CNC1CCCCC1 (centres undefined)	13%	-2%	8%	0.0%	0.1%	27%	0.6	63	i	35	-0.9%
CC(C)=CCC/C(C)=C/CNC(=O)CC1C[C@H](C(=O)N2CCCCC2)[C@@]2(C)c3[nH]c4ccccc4c3CCN2C1=O (some centres undefined)	·	1%	·	0.2%	·	10%	3.5	44	i	6	·	Dengue-2 NS5 capping pilot replicate=3.0
CN(Cc1nc(C(c2ccccc2)c2ccccc2)no1)CC1COCCO1 (centres undefined)	9%	1%	-6%	-1.0%	-0.3%	4%	-0.1	47	i	49	-1.2%
CCOc1ccc(NC(=O)CCNS(=O)(=O)c2cccc3nsnc23)cc1	-5%	-4%	6%	0.1%	-0.1%	1%	-1.4	48	i	30	4.5%
COc1cc(/C=N/n2c(C3CCCCC3)n[nH]c2=S)ccc1O	-4%	-4%	21%	0.1%[50 µM]	1.7%	48µM*	3.6	83	i	27	3.1%
COC(=O)c1ccc(C(=O)NC(=S)Nc2nc3c(s2)CC(C)CC3)cc1 (centres undefined)	-5%	-4%	0%	4.1%	0.9%	5%	6.4	49	i	40	-1.5%
CCCCOn1c(C)c(C(=O)OCC)c2c3no[n+]([O-])c3ccc21	-6%	-6%	-3%	0.1%	-0.1%	3%	4.5	51	i	10	-1.2%
O=C(/C=C/c1ccc(Cl)c([N+](=O)[O-])c1)Nc1ccc(N2CCCC2)c(Cl)c1	-14%	-9%	13%	0.2%	-0.1%	10%	0.6	88	i	56	1.5%
O=C(N/N=C/c1cccc(Cl)c1)C1CCCC1	6%	0%	8%	1.3%	-0.4%	5%	-1.1	57	i	65	2.7%
CC(OC(=O)c1ccc(S(=O)(=O)N2CCCCC2)cc1)C(=O)Nc1ccc(C(N)=O)cc1 (centres undefined)	·	-6%	·	0.2%[50 µM]	·	11%	1.6	56	i	34	-0.7%
COC(=O)c1noc(C)c1-c1ccnn1C(=O)c1ccc(C)cc1	-9%	2%	-2%	-1.2%	-0.1%	16%	-0.5	46	i	10	0.3%
C#CC1(NC(=O)NCCCC)CCCCC1	-12%	3%	11%	0.3%	0.1%	10%	-1.6	71	i	64	0.2%
CCn1c(SCC(=O)N2CCCC2)nc2c(c1=O)SC(C)C2 (centres undefined)	2%	-1%	3%	1.7%	0.3%	7%	-2.0	75	i	45	4.3%
COc1cc(C(=S)N2CCOCC2)ccc1OC(=O)c1ccccc1C	-2%	-9%	9%	0.2%	-0.1%	1%	2.0	43	i	47	3.8%
Nc1ccc(C(=O)N2CCN(S(=O)(=O)c3ccc(Cl)s3)CC2)cc1[N+](=O)[O-]	7%	0%	4%	0.2%[50 µM]	·	-1%	-0.3	61	i	22	2.1%
CCOc1ccc(CCNC(=O)COC(=O)CCS(=O)(=O)c2ccc(C)cc2)cc1OCC	7%	1%	1%	-1.4%	·	-4%	0.1	66	i	50	-0.8%
Cc1cc(Cl)c(OCCOCCN2CCNCC2)c(Cl)c1	·	-5%	10%	-0.4%	·	10%	-0.6	43	i	56	0.3%
CCOc1ccc(OCc2ccc(C(=O)NC(C)C)o2)cc1	-5%	2%	10%	0.2%	-2.0%	9%	0.7	62	i	52	9.4%
Cc1ccc(-n2c(C)nnc2SCC(=O)N(C)C2CCS(=O)(=O)C2)cc1 (centres undefined)	·	2%	·	1.6%[50 µM]	·	3%	1.1	55	i	27	3.3%
COc1cccc(N2CCN(C(=S)Nc3ccccc3OC)CC2)c1	1%	-5%	7%	0.6%	-0.5%	11%	-0.6	58	i	66	-0.3%
Cc1cc(/C=N/NC(=O)CC#N)c(C)n1-c1ccc([N+](=O)[O-])cc1	-3%	-5%	26%	0.3%	-0.3%	1%	-1.1	53	i	20	0.8%
COc1ccc(NC(=O)CSc2ccc3nnc(-c4ccccn4)n3n2)cc1	-1%	-3%	12%	1.0%[50 µM]	0.0%	4%	-0.5	68	i	37	0.5%
SMILES	Salmonella PhoP GFP	Dengue-2 NS5 capping	Large T inhibition	K1F lysis inhibition	West Nile antiviral	Rac1 GTP hydrolysis	NTR1 agonist	NTR1 agonist cell count 20 µM	T cell HTS	T cell HTS vesicle-bound %	RSV antiviral HEp-2	others
CC(=O)C1=C(Nc2ccc(C)cc2)CC(C)(O)C(C(C)=O)C1c1ccco1 (centres undefined)	-3%	-4%	5%	0.1%	0.3%	14%	-0.2	79	i	57	2.5%
O=C(Nc1ccc2c(c1)OCO2)N1CCN(C/C=C/c2ccccc2)CC1	10%	1%	10%	4.9%	-0.3%	5%	-2.1	48	i	2	0.9%
O=C(O)CC(c1cccc(Cl)c1)n1cccc1 (centres undefined)	-8%	-1%	6%	0.9%	0.4%	9%	37	96	i	50	0.8%
O=C(N/N=C\c1coc2ccccc2c1=O)c1ccco1	9%	-1%	8%	0.1%	-0.1%	9%	-1.1	35	i	10	5.0%
Cc1nc(C(=O)Nc2ccc(Cl)cc2)sc1C1(C)CC(c2cccc([N+](=O)[O-])c2)=NO1 (centres undefined)	·	5%	8%	1.8%	-0.4%	1%	-0.2	94	i	21	4.7%
COc1ccccc1NC(=O)C(C)OC(=O)CC1CCCC1 (centres undefined)	2%	1%	9%	0.2%[50 µM]	-0.5%	1%	1.3	51	i	22	1.7%
CC(C)Cc1cc(C(=O)N2CCCC(CO)(Cc3ccc(F)cc3F)C2)n[nH]1 (centres undefined)	2%	-8%	·	-0.1%	-0.2%	2%	0.1	59	i	17	3.8%
O=C(C1CC1)N1CCN=C1SCc1ccccc1Cl	4%	-3%	4%	4.5%	-0.2%	4%	0.3	68	i	51	0.7%
Cc1cc(NC(=O)CC(C)C)c(=O)n(Cc2cccc(F)c2)c1	3%	·	-1%	1.4%	0.3%	15%	-0.9	70	i	54	0.4%
C/C(=N\NC1=NCCN1)c1ccc(Cl)cc1	12%	5%	-2%	1.9%	0.0%	9%	-1.2	64	i	63	1.0%
CCCCSc1nnc(CNC(=O)C23CC4CC(CC(C4)C2)C3)n1Cc1ccccc1	-12%	-7%	2%	-6.8%	·	9%	7.3	50	i	34	3.1%
CCOc1cccc(CNn2cnnc2)c1OCc1ccccc1Cl	1%	2%	8%	0.5%	-0.3%	15%	-0.2	44	i	15	-1.1%
COc1ccc(-n2ccn3c(CCC(=O)N4CCN(c5cccc(C)c5C)CC4)nnc3c2=O)cc1	-4%	-1%	2%	0.3%	0.3%	8%	0.6	42	i	43	0.3%
COc1cccc2sc(Nc3nc(-c4cc5ccccc5oc4=O)cs3)nc12	-6%	-6%	-25%	0.1%	·	5%	·	·	i	38	1.2%
CSCCC(NC(=O)c1ccc(Cl)cc1Cl)C(=O)OCC(N)=O (centres undefined)	-5%	2%	9%	1.1%	0.2%	6%	-1.6	49	i	54	0.4%
Cc1cc(C)c(S(=O)(=O)N(C)CC(=O)NCc2cccnc2)c(C)c1	4%	-1%	0%	-0.1%	-0.9%	8%	1.7	33	i	21	0.6%
Cc1ccc(S(=O)(=O)NC(=O)Nc2cc(C)on2)cc1	-10%	1%	4%	-0.6%	0.8%	6%	-0.1	34	i	56	5.0%
Cc1ccc(CCNC(=O)C2CC(c3cccc(F)c3)=NO2)cc1 (centres undefined)	-8%	-2%	18%	3.5%	-0.8%	8%	-3.1	48	i	38	3.2%
Cc1ccc(S(=O)(=O)NCC(c2ccco2)S(=O)(=O)c2ccccc2)cc1 (centres undefined)	10%	-12%	16%	0.3%[50 µM]	·	6%	0.6	62	i	28	-0.1%
Cc1ccc(N2C(=O)CC(C)(C)CC2=O)cc1Cl	-6%	-3%	8%	3.0%	-0.4%	8%	3.7	63	i	56	0.1%
CC#CC(=O)N1CCCC(C(=O)c2ccc(SC)cc2)C1 (centres undefined)	-1%	-9%	3%	-0.2%	-1.0%	-14%	-0.8	59	i	55	1.5%
COc1ccc(NC(=O)CSc2nc3ccc(Nc4nc(N5CCOCC5)nc(N5CCOCC5)n4)cc3s2)cc1	-16%	-9%	11%	0.4%	?	7%	7.9	76	i	58	4.9%
Clc1ccc(OCc2nn3c(C4CCCCC4)nnc3s2)cc1	-1%	-13%	0%	0.4%	-0.3%	15%	1.4	58	i	36	?
NC(=O)/C=C\C(=O)Nc1cccc(C(F)(F)F)c1	6%	-11%	10%	0.1%	-1.4%	10%	0.4	44	i	51	-0.3%
Cc1ccc(C(C(=O)NC(C)(C)C)N(Cc2ccccc2)C(=O)c2snc(C(N)=O)c2N)o1 (centres undefined)	-7%	-4%	-11%	-0.1%	-0.8%	8%	0.0	90	i	53	4.0%
COc1ccc(N2CC(C(=O)Nc3cc(C(F)(F)F)ccc3N3CCCC3)CC2=O)c(OC)c1 (centres undefined)	-1%	-5%	21%	0.0%[50 µM]	·	7%	1.1	56	i	52	-0.7%
Cc1nc(-c2ccc(C(=O)Nc3cccc(F)c3)cc2)cs1	-3%	-1%	1%	0.9%	-0.3%	10%	0.7	43	i	70	1.1%
O=C(CSc1nccc(=O)[nH]1)Nc1ccc(Br)c(Cl)c1	-10%	·	3%	0.2%	0.5%	-4%	0.9	58	i	34	0.7%
CCCC(=O)Nc1nnc(Sc2ccc(N(C)C)cc2)s1	-14%	2%	20%	0.9%	0.1%	10%	-0.4	40	i	7	0.3%

High-throughput results as filed in PubChem BioAssay.
